Screening results: PubChem, National Center for Advancing Translational Sciences (NCATS)
UDG counter: counter-screen for AID inhibitors: uracil-DNA glycosylase inhibition | FRET deamination/UDG coupled assay, UDG read, 4 h | Potency, µM (doses to about 115 µM), without a hit: at the top dose activity change, negative = inhibition, actives largely listed as inhibitors | hit rate 0.14% among 91,000 | AID 1347430; note: nearly all actives have a fitted effect of over 65% in size
AID inh: blocks human AID cytidine deaminase activity; Potency, µM (highest dose often 115 µM), for inactives: at the top dose activity change, negative = inhibition, actives largely listed as inhibitors; AID deamination FRET fluorescence, UDG-coupled, 4 h; hit rate 0.32% among 91,000; note: nearly all actives have a fitted effect of over 25% in size
Target sequence (Q9GZX7 whole entry, looked up): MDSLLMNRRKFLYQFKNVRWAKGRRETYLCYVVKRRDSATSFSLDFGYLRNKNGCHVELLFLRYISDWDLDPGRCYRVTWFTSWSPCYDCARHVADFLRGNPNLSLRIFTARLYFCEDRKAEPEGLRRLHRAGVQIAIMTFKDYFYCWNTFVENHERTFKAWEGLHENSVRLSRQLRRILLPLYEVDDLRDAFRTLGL
Active calls of the source: *; ? = inconclusive; & = joins results of further samples; [ ] = another dose, or the depositor's remark. Calls come from the whole dose curve; as a rule, active = well fitted curve in the direction sought with a large enough effect; inconclusive = small, poorly fitted or top-dose-only effect, or another doubt; inactive = no such curve, though single readings can be large; an effect the other way counts as inactive or inconclusive. % is set by controls: 0 for no effect and ±100 for the full control effect; potency is the fitted concentration of half-maximal effect.

Each structure is followed by: UDG counter | AID inh
> CN(Cc1ccccc1)c1ncnc2c1nc1n2CCCC1
 : 3.9% | -1.4%
> Fc1ccc(NCC23CC4CC(CC(C4)C2)C3)cc1
 : -2.9% | 3.9%
> Cc1cc(C(=O)NC(C)c2ccccc2Br)c(C)[nH]1 (stereo not drawn)
 : -5.4% | -4.2%
> C#CCN1CCC(CN(CC)CC)CC1
 : -9.4% | 0.0%
> COc1cc(NC(=O)C(CCSC)NS(=O)(=O)c2ccc3c(c2)oc(=O)n3C)cc(OC)c1 (stereo not drawn)
 : 31.9%[activator] | 1.0%
> Cc1c(CCNC(=O)c2ccco2)sc2nc(-c3ccc(F)cc3)nn12
 : -4.1% | ?
> COc1ccc2c(c1)c(=O)c(C(=O)c1ccc(C)c(C)c1)cn2CC(=O)Nc1ccc2c(c1)OCCO2
 : -10.5% | -12.7%
> Cn1cnc2c1c(=O)n(CC(=O)NC1CC1)c(=O)n2C
 : -1.6% | 0.7%
> Cc1cccc(NC(=O)c2oc3ccccc3c2NC(=O)Cc2coc3cc(C)cc(C)c23)c1
 : 9.6% | -2.6%
> Cc1nc(SCC(=O)OC(C)(C)C)c2c3c(sc2n1)CCCC3
 : ? | -19.9%
> CC1CCN(C(=O)CN2c3ccc(Br)cc3-c3ccccc3S2(=O)=O)CC1
 : 2.6% | -20.6%
> COc1ccc(-c2nc3ccccc3s2)cc1NC(=O)c1ccc(C#N)cc1F
 : 2.7% | 43.5%
> CCN1CCC(N(Cc2cccc(OC)c2)C(=O)Nc2cccc(C(F)(F)F)c2)CC1
 : -2.5% | -4.3%
> O=C(CCn1nnc2ccccc21)OCC(=O)c1ccccc1
 : ? | -9.1%
> CSc1ccc(C2c3[nH]c4ccccc4c3CCN2C(=O)CCc2ccccc2)cc1 (stereo not drawn)
 : -11.5%[57.5 µM] | -14.3%

Among those listed so far, 2 contain a furan ring, fused or not.
Each structure is followed by: UDG counter | AID inh
> Cc1c(CCNC(=O)c2ccco2)sc2nc(-c3ccc(F)cc3)nn12
 : -4.1% | ?
> Cc1cccc(NC(=O)c2oc3ccccc3c2NC(=O)Cc2coc3cc(C)cc(C)c23)c1
 : 9.6% | -2.6%

Shown with tabs: entries from further up.
structure	UDG counter	AID inh
O=C(CCn1nnc2ccccc21)OCC(=O)c1ccccc1	?	-9.1%
Cc1cccc(NC(=O)c2oc3ccccc3c2NC(=O)Cc2coc3cc(C)cc(C)c23)c1	9.6%	-2.6%

More structures:
Each structure is followed by: UDG counter | AID inh
> Cc1nn2cc(-c3ccc(OC(C)C)cc3)nc2s1
 : -1.7% | -20.6%
> Cc1cccc(S(=O)(=O)c2cn(Cc3ccccc3)c3cc(N4CCCCC4)c(F)cc3c2=O)c1
 : -5.5% | ?
> O=C(CSCc1cnn(-c2ccccc2)c1-n1cccc1)NCc1ccc(F)cc1
 : -4.4%[57.5 µM] | ?
> CCCc1nc(SC)ncc1C(=O)Nc1ccc(C)cc1Cl
 : 7.5% | -8.2%
> CCCOc1ccc(OCCBr)cc1
 : -3.1% | -2.5%
> CCOC(=O)c1c(NC(=O)COc2ccc(Cl)cc2C)sc(C(C)=O)c1C
 : -6.0%[57.5 µM] | -7.3%[57.5 µM]
> COc1ccc(Br)c2c1-c1nc(NC(=O)c3cccc(C)c3)sc1C2
 : -6.3%&-1.3% | 31.8%&49.2%[activator]
> O=C(O)c1ccc(NCc2c(Cl)cccc2Cl)cc1
 : 1.0% | 3.6%
> Cc1cc(Nc2ccc(C)c(Cl)c2)n2nc(Cc3ccccc3)nc2n1
 : 5.3% | ?
> CCCc1ccc(C(C)NC(=O)C2CC2C)cc1 (stereo not drawn)
 : -0.5% | -5.7%
> O=S(=O)(Nc1ccc(O)c(Sc2nc3ccccc3s2)c1)c1cc(Cl)ccc1Cl
 : -19.1%[57.5 µM] | -19.9%[57.5 µM]
> CCN1CCN(Cc2cc(=O)oc3cc(C)ccc23)CC1
 : 7.1% | 0.2%
> COc1ccc(CNC(=O)C(C)SCCO)cc1OC (stereo not drawn)
 : 5.9% | 3.7%
> COc1ccc(-c2nn(C)c3sc(C(=O)Nc4cc(OC)c(OC)c(OC)c4)cc23)cc1OC
 : -12.4% | ?
> O=C(O)/C=C/C(O)c1ccc(Cl)cc1 (stereo not drawn)
 : -15.3% | -15.2%
> Cc1cc(Br)ccc1NC(=O)c1cn(C2CCCC2)c(=O)c2c1c1ccccc1n2C
 : 11.3% | 4.0%
> COc1ccc(C(=O)c2c(N)c(-c3nc(-c4ccccc4)cs3)c3ccccn23)cc1
 : ? | 4.6%
> CCC(Oc1ccc(F)cc1)C(=O)Nc1cc(-c2ccc(C)cc2)no1 (stereo not drawn)
 : -10.7% | 7.9%
> Cc1ccc(-c2cn3c(n2)sc2cc(C(=O)NCCC4=CCCCC4)ccc23)c(C)c1
 : -5.5% | -1.4%
> Cc1cc(C)cc(N2C(=O)N(Cc3cccc(F)c3)c3ccccc3S2(=O)=O)c1
 : -1.4% | -13.8%
> CCOC(=O)c1ccc(CN(Cc2ccc(Br)cc2)S(=O)(=O)c2cccc(Cl)c2C)cc1
 : -26.5% | -13.4%
> COC(=O)c1ccccc1NC(=O)c1ccc2c(c1)CCN2S(C)(=O)=O
 : -3.6% | 4.1%
> O=c1nc(-c2ccc(Cl)cc2)c2cc(Cl)ccc2[nH]1
 : 0.3% | -10.0%
> COc1cccc2cc(-c3nc(-c4ccc(Cl)cc4)cs3)c(=O)oc12
 : -15.8% | 11.1%
> Cc1c(C(=O)N2CCCCCC2)c(S(=O)(=O)Nc2ccc(OC(F)(F)F)cc2)c(C)n1C
 : -2.5% | ?
> CC(=O)c1nnn(-c2ccc(C)cc2Cl)c1C
 : 9.6% | 3.8%
> O=C(NC1CCCC1)c1ccc(I)cc1
 : 9.5% | 7.1%
> Cc1ccc(C(=O)c2oc3ccccc3c2NC(=O)c2cc(-c3ccc(Cl)cc3)on2)cc1
 : 25.2% | 2.7%
> Cc1ccc(Cn2c(=O)c3ccc(C(=O)NC(C)C)cc3n3c(=O)[nH]nc23)cc1
 : 2.8% | 2.0%
> O=C(Cn1nc(C(=O)O)c2ccccc2c1=O)Nc1ccc(F)c(F)c1
 : -7.3% | -16.8%
> Cc1c(-c2ccc(Cl)cc2)c(=O)oc2cc(OC(=O)N3CCOCC3)ccc12
 : 6.3% | -3.8%
> Cc1cc(C)c2c(=O)cc(C(=O)Nc3c(C)cccc3C)oc2c1
 : 2.3% | -7.0%
> Cc1ccc(/C=C/C(=O)Nc2ccc(Cl)cc2Cl)cc1
 : -4.4% | 0.0%
> CC(=O)c1ccc(NC(=O)CN(C)S(=O)(=O)c2cc3c(cc2C)NC(=O)CO3)cc1
 : 45.1%[activator] | 11.8%
> COc1ccc(CCNC(=O)C(=O)NCC(c2cccs2)S(=O)(=O)c2ccc(F)cc2)cc1 (stereo not drawn)
 : -5.5% | 12.9%
> COC(=O)c1cccc(CN2C(=O)SC(Nc3ccc(Br)cc3)C2=O)c1 (stereo not drawn)
 : 6.0% | 6.3%
> Cc1ccc(C2=Nc3ccccc3N(CC(=O)Nc3ccccc3C)C(=O)C2)cc1C
 : 0.5% | 9.9%
> CCOC(=O)c1ccc2[nH]c(CSCC(=O)Nc3cccc(C(F)(F)F)c3)cc(=O)c2c1
 : -2.4% | -0.2%
> Cc1nc2ccc(C(=O)OC(C)C(=O)NC(=O)NC3CCCC3)cc2nc1C (stereo not drawn)
 : 6.9% | 14.7%
> NC(=O)C1CCN(CC(=O)Nc2oc3ccccc3c(=O)c2-c2ccc(F)cc2)CC1
 : -4.6% | -1.2%
> Fc1ccccc1NC(=S)NCCc1ccccn1
 : 6.3% | -2.2%
> O=C(NCc1ccccn1)c1cccc2ccccc12
 : -4.6% | 1.6%
> CC(=O)Nc1ccc(OCc2ccccc2)cc1
 : -0.9% | -0.4%
> CCOC(=O)c1ccccc1NC(=O)c1c2c(nc3ccccc13)C(=O)N(C1CCCCC1)C2
 : 23.6% | -11.7%
> COC(=O)c1c(F)c(F)c(Oc2ccc(C(C)=O)cc2)c(F)c1F
 : -5.6% | -17.5%
> O=C(Cc1c[nH]c2ccccc12)NC(c1ccccc1)c1ccccc1
 : 5.2% | -3.1%
> Cc1sc2nc(C(C)Sc3nnnn3C3CC3)[nH]c(=O)c2c1C (stereo not drawn)
 : -5.4% | -13.3%
> CN(CC(=O)NC1(C#N)CCCC1)C(c1ccccc1)c1ccccc1
 : -10.8% | -8.0%
> Cc1c(Cl)c(CSc2nnc3ccc(C(F)(F)F)cn23)nc2ccccc12
 : -3.5% | -8.3%
> CCOc1ccc(NC(=O)c2c(NCc3cccc(OC)c3OC)sc3c2CCC3)cc1
 : -2.9% | 122.9%[activator]
> COc1ccc(NC(=O)C2=C(C)Nc3ncnn3C2c2ccc(C)o2)cc1 (stereo not drawn)
 : -3.4% | 27.3%
> CC(=O)Nc1cccc(NC(=O)C(=O)NCCc2csc3nc(-c4ccccc4F)nn23)c1
 : 24.9% | 9.3%
> Cc1nc2ccc(S(=O)(=O)NC(C(=O)N3CCN(c4ccc(Cl)cc4)CC3)C(C)C)cc2s1 (stereo not drawn)
 : 0.8% | -5.2%
> CCOC(=O)C1CCN(C(=O)Cn2c(-c3cccs3)cc3cc(Cl)ccc32)CC1
 : -2.6% | 92.9%[activator]
> CCCC(=O)Nc1nnc(SCc2cc(=O)n3cccc(C)c3n2)s1
 : -7.2% | -7.4%
> CCn1cc(C(=O)N2CCN(c3ccccc3)CC2)c(=O)c2cc(S(=O)(=O)N(C)C3CCCCC3)ccc21
 : -12.7% | ?
> CCC(C)NC(=O)CCCc1nnc2n(CC(C)C)c(=O)c3sccc3n12 (stereo not drawn)
 : 9.4% | 0.5%
> O=C(COC(=O)c1ccc2ccccc2n1)NC1CC1
 : ? | -10.5%
> COC(=O)c1ccc(CN(C)C(=O)CCc2ncc(-c3ccc(F)cc3)o2)cc1
 : -4.9% | -8.3%
> COC(=O)c1scc(-c2ccc(C)cc2)c1S(=O)(=O)Nc1cccc(C(F)(F)F)c1
 : 34.0%[activator] | -15.3%

Later entries:
Each structure is followed by: UDG counter | AID inh
> C=CCNC(=O)c1cc(-c2ccc(OCC)cc2)nc2ccccc12
 : -2.4% | -2.2%
> Cc1ccc(C2C=C(c3ccc(Cl)cc3)Nc3nc(NS(=O)(=O)c4ccccc4)nn32)cc1 (stereo not drawn)
 : -3.4% | ?
> CCOc1ccc(-n2cc(-c3ccccc3)c3c(NCc4ccc(F)cc4)ncnc32)cc1
 : -2.8%[57.5 µM] | -27.4%
> Cc1ccccc1Nc1nc(-c2ccc([N+](=O)[O-])cc2)nc2ccccc12
 : -2.0% | -6.7%
> COc1ccc(OC)c(NC(=O)C2Cc3ccccc3CN2S(=O)(=O)c2ccc(F)cc2)c1 (stereo not drawn)
 : -13.6% | -23.0%
> CCN(CC)CCCNC(=O)CSc1nc(-c2ccc(OC)cc2)cc(C(F)(F)F)n1
 : -2.9% | -2.0%
> COc1cc(/C=C/C(=O)OCC(=O)N(C2=CCCCC2)C2CC2)ccc1OC(F)F
 : 9.9% | 2.1%
> CC(C)CN(CCNC(=O)CCN1N=C(c2ccccc2)CCC1=O)CC(C)C
 : -8.2%[57.5 µM] | -29.2%
> COc1ccccc1C(=O)Nc1ccc(-c2nc3ccccc3s2)c(C)c1
 : -5.0% | 7.5%
> CN(Cc1cccc(C(N)=O)c1)C(=O)c1nn(-c2ccccc2)c(=O)c2ccccc12
 : 0.4% | -3.6%
> CC(=O)c1cccc(NC(=O)C2CCCN(C(=O)c3cnn(-c4ccccc4)c3-n3cccc3)C2)c1 (stereo not drawn)
 : -7.8% | ?
> COc1ccc(C)cc1CC(=O)OCc1ccc(C#N)cc1
 : -11.6% | -10.5%
> O=S(=O)(Nc1ccc(OC(F)(F)F)cc1)c1ccc(N2CCCCS2(=O)=O)cc1
 : 8.3% | -1.2%
> Cc1nn2c(=O)cc(COC(=O)c3ccc(NC(=O)C4CCCCC4)cc3)nc2s1
 : -13.7% | 44.7µM*
> CCOc1ccc(CN(C)C(=O)c2n[nH]c(=O)c3ccccc23)cc1
 : -11.4% | -6.7%

AID inh: entries above that show a hit.
SMILES	AID inh
Cc1nn2c(=O)cc(COC(=O)c3ccc(NC(=O)C4CCCCC4)cc3)nc2s1	44.7µM*

Continued:
Each structure is followed by: UDG counter | AID inh
> O=C(/C=C/c1cccs1)N1CC=C(c2ccccc2)CC1
 : -0.9% | -1.8%
> Cc1cc(=O)n2c(C(=O)Nc3ccc(C)c(Cl)c3)c(C(=O)Nc3ccccc3)sc2n1
 : 8.6% | 56.6%[activator]
> COc1ccccc1NC(=O)CCn1nc(-c2ccccc2OC)c2c(C)cc(C)nc21
 : -14.5% | ?
> CCC(=O)Nc1ccccc1-c1nc2ccccc2n(CC(=O)c2ccc(C)c(C)c2)c1=O
 : -4.7% | 6.4%
> Cc1ccc2scc(N3CCCC(C)C3)c(=O)c2c1 (stereo not drawn)
 : -1.6% | -1.7%
> CC(=O)CSc1nc(-c2ccccc2)[nH]c1S(=O)(=O)c1ccc(C)cc1
 : 8.5% | -4.2%
> COc1ccc([N+](=O)[O-])c2cccnc12
 : -4.0% | 9.3%
> COc1ccc(N2CCN(CCCNC(=O)C3COc4ccccc4C3)CC2)cc1 (stereo not drawn)
 : 4.4% | -7.0%
> CN1CCc2cc(Cl)c(O)cc2[C@@H](c2ccccc2)C1
 : 8.2% | -1.0%
> CC(C)(C)C(=O)c1cn(CCOc2ccccc2F)c2ccccc12
 : -2.1% | -7.5%
> CC(=O)c1ccc(NS(=O)(=O)c2cc3[nH]c(=O)c(=O)[nH]c3cc2C)cc1
 : -11.4%[57.5 µM] | 12.8%

Quoted from the listing.
CC(C)(C)C(=O)c1cn(CCOc2ccccc2F)c2ccccc12 | UDG counter = -2.1%
COc1ccc([N+](=O)[O-])c2cccnc12 | AID inh = 9.3%
CC(=O)CSc1nc(-c2ccccc2)[nH]c1S(=O)(=O)c1ccc(C)cc1 | AID inh = -4.2%

Only part of the results is shown; rates above refer to the full screens.
